Htt clearance: compounds clearing mutant huntingtin protein; HeLa Exon1htt(103Q)mCFP, aggregate imaging; zero = plate's median compound well; inhibition, % at 1.5 µM; 0.42% of 47,000 active;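 active means inhibition of aggregate fluorescence above about 70%, also judged a hit by eye on the cell image, limit read from the data, passing the limit was not always enough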;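 further: cells exposed to compound for three days before fixation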
Htt clearance grain fraction: further read-out of Htt clearance, marked with its call; fraction fluorescence in grains; measured here: aggregate grain fluorescence fraction; hits give low values;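 scaled fraction of total cell fluorescence in grains with unit not stated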
* marks the source's active call; other numbers are inactive results. Only part of the results is shown. The share of hits here may be higher or lower than overall.

How did CC(C)C(NCc1c(Cl)cccc1Cl)C(=O)O (centres undefined) do in these assays?
Htt clearance: 12; Htt clearance grain fraction: 30

What do the screens show for `COc1cccc2c(=O)n(CC(=O)Nc3ccccc3)ccc12`?
Htt clearance: -37; Htt clearance grain fraction: 64

What do the screens show for `COC(=O)CSc1nsc(SCC(=O)OC)c1C#N`?
Htt clearance: -10; Htt clearance grain fraction: 18

What do the screens show for `O=C(CCCCCn1c(=S)[nH]c2cc3c(cc2c1=O)OCO3)N1CCN(C(=O)c2ccco2)CC1`?
Htt clearance: -73; Htt clearance grain fraction: 53

Results for Cc1nn2c(NCC(C)C)c3c(nc2c1-c1ccccc1)CCC3 ?
Htt clearance: 35; Htt clearance grain fraction: 26

What do the screens show for `COCc1nnc(NC(=O)CCCCCN2C(=O)c3ccccc3C2=O)s1`?
Htt clearance: 32; Htt clearance grain fraction: 13

How did O=C(O)C1C2CCC(O2)C1C(=O)Nc1cccc(F)c1 (centres undefined) do in these assays?
Htt clearance: 33; Htt clearance grain fraction: 12

What do the screens show for `O=C(NC1CCCC1)C1C2C=CC(C2)C1C(=O)N1CCOCC1` (centres undefined)?
Htt clearance: 78*; Htt clearance grain fraction: 5*

Results for CC(C)[C@H](NC(=O)OC(C)(C)C)c1nnc(SCc2cccc(F)c2)o1 ?
Htt clearance: -2; Htt clearance grain fraction: 19

Results for CCOc1ccc(OCC(=O)Nc2ccc(S(=O)(=O)Nc3cc(C)nc(C)n3)cc2)cc1 ?
Htt clearance: -37; Htt clearance grain fraction: 28

What do the screens show for `CCN(CC)C(=O)CSc1ccccc1N`?
Htt clearance: 58; Htt clearance grain fraction: 15

How did Cc1noc(C)c1C(=O)NCCc1ccc(Cl)cc1 do in these assays?
Htt clearance: -74; Htt clearance grain fraction: 29

Results for O=C(Oc1cccc(NC(=O)c2ccco2)c1)c1cccc(S(=O)(=O)N2CCCC2)c1 ?
Htt clearance: -245; Htt clearance grain fraction: 135

What do the screens show for `O=C(Nc1ccccc1OC(F)F)c1ccccc1`?
Htt clearance: 7; Htt clearance grain fraction: 18

Results for CCCCN1C2CCCC1CC(NC(=O)C1CCCCC1)C2 (centres undefined) ?
Htt clearance: -3; Htt clearance grain fraction: 18

What do the screens show for `O=C(CSc1nnc(Cc2cc(=O)[nH]c(=O)[nH]2)n1-c1ccc(Cl)cc1)NC1CCCC1`?
Htt clearance: -27; Htt clearance grain fraction: 61

Results for CCN(C(=O)c1cc2cccc(OC)c2oc1=O)c1ccccc1 ?
Htt clearance: -92; Htt clearance grain fraction: 36

How did CN1CCN(c2nc(-c3ccncc3)nc3ccccc23)CC1 do in these assays?
Htt clearance: -9; Htt clearance grain fraction: 20

How did N=C1C(c2nc(-c3ccc(F)cc3)cs2)=C(O)CN1CCCN1CCOCC1 do in these assays?
Htt clearance: -16; Htt clearance grain fraction: 23

How did O=C(CN1C(=O)c2ccccc2C1=O)Nc1ccc2c(c1)OCO2 do in these assays?
Htt clearance: 1; Htt clearance grain fraction: 19

How did O=C(Cn1ccc2ccccc2c1=O)NCCC(=O)NC1CCN(Cc2ccccc2)CC1 do in these assays?
Htt clearance: -26; Htt clearance grain fraction: 56

What do the screens show for `CCC1CCCN1Cn1cnc2c([nH]c3ccc(OC)cc32)c1=O` (centres undefined)?
Htt clearance: -14; Htt clearance grain fraction: 22

What do the screens show for `Cc1c(NC(=O)c2cc(-c3ccco3)on2)c(=O)n(-c2ccccc2)n1C`?
Htt clearance: 36; Htt clearance grain fraction: 14

What do the screens show for `CCC(CC)COC(=O)C(C#N)c1nc2ccccc2nc1N1CCOCC1` (centres undefined)?
Htt clearance: 11; Htt clearance grain fraction: 31

How did Nn1c(SCc2csc(-c3ccccc3)n2)nnc1-c1cccs1 do in these assays?
Htt clearance: -25; Htt clearance grain fraction: 23

What do the screens show for `Cc1oc(CC(C)C)c(CN2CCCC2)c1C(=O)O`?
Htt clearance: -3; Htt clearance grain fraction: 32

What do the screens show for `C=CCNc1oc(-c2cccc3ccccc23)nc1C#N`?
Htt clearance: 24; Htt clearance grain fraction: 16

Results for Cc1ccc(CN(C(=O)Cn2nnc3ccccc32)C(C(=O)NCc2ccco2)c2ccc(C)o2)cc1 (centres undefined) ?
Htt clearance: 19; Htt clearance grain fraction: 16

What do the screens show for `C/C(=N\O)C(=O)NCC1CCNCC1`?
Htt clearance: -5; Htt clearance grain fraction: 43

How did COC(=O)[C@H](CCSC)NC(=O)Nc1ccc(C(C)=O)cc1 do in these assays?
Htt clearance: -42; Htt clearance grain fraction: 48

What do the screens show for `Cc1cccc(N2CCN(C(=O)c3ccc(N4CCCC4=O)cc3)CC2)c1C`?
Htt clearance: -36; Htt clearance grain fraction: 50

Results for COc1ccccc1-c1nnc2n1N=C(c1ccc(O)c(O)c1)CS2 ?
Htt clearance: 4; Htt clearance grain fraction: 34

Results for O=c1c2ccccc2ncn1-c1cccc(Cl)c1 ?
Htt clearance: 11; Htt clearance grain fraction: 17

What do the screens show for `O=C(c1noc2c1CCCC2)N1CCN(Cc2ccccc2)CC1`?
Htt clearance: 5; Htt clearance grain fraction: 39

What do the screens show for `Cc1ccc(/C=C/S(=O)(=O)N2CCC(C(=O)O)CC2)cc1`?
Htt clearance: 9; Htt clearance grain fraction: 40

What do the screens show for `Cc1ccc(C(=O)N(c2c(C)n(C)n(-c3ccccc3)c2=O)C(C)C)cc1`?
Htt clearance: 18; Htt clearance grain fraction: 16

What do the screens show for `Nc1nnc(SCC(=O)N2CCc3ccccc32)n1-c1ccccc1`?
Htt clearance: 0; Htt clearance grain fraction: 19

What do the screens show for `CC(Sc1nnc2ccccn12)C(=O)Nc1ncc(Cl)cc1Cl` (centres undefined)?
Htt clearance: -34; Htt clearance grain fraction: 57

How did Cc1cc(Nc2ccccc2)n(CCC#N)n1 do in these assays?
Htt clearance: 19; Htt clearance grain fraction: 14

Results for COc1cc(C(=O)N(Cc2cccnc2)Cc2cc3cc4c(cc3[nH]c2=O)OCCO4)cc(OC)c1OC ?
Htt clearance: 24; Htt clearance grain fraction: 29

What do the screens show for `CC(=O)c1cccc(NS(=O)(=O)N(C)C)c1`?
Htt clearance: 4; Htt clearance grain fraction: 15

Results for Cc1nnc(SCC(=O)N2c3ccccc3Sc3ccccc32)n1N ?
Htt clearance: 30; Htt clearance grain fraction: 11

Results for CN(C)c1ccc(NC(=O)CN2CCN(S(=O)(=O)c3cc(Cl)ccc3Cl)CC2)cc1 ?
Htt clearance: 3; Htt clearance grain fraction: 21

How did Cc1c(C(=O)Nc2ccc(Cl)cc2)c2ccccn2c1C(=O)c1ccccc1 do in these assays?
Htt clearance: 31; Htt clearance grain fraction: 23

Results for CCn1c(=O)c2ccccc2n2c(SCC(=O)N3CCCc4ccccc43)nnc12 ?
Htt clearance: 42; Htt clearance grain fraction: 20

What do the screens show for `O=C(CN1C(=O)COc2ccc(Cl)cc21)N1CCc2ccccc21`?
Htt clearance: -6; Htt clearance grain fraction: 21

What do the screens show for `CCN(C(=O)C1CCN(S(=O)(=O)c2ccc3c(c2)oc(=O)n3C)CC1)c1cccc(C)c1`?
Htt clearance: -142; Htt clearance grain fraction: 114

Results for CCOC(=O)C(CC)Sc1nc2c(c(=O)[nH]c(=O)n2C)n1C/C=C(/C)Cl (centres undefined) ?
Htt clearance: -23; Htt clearance grain fraction: 24

What do the screens show for `COc1ccc(S(=O)(=O)O/N=C2\CCCc3ccccc32)cc1`?
Htt clearance: -10; Htt clearance grain fraction: 22

How did CSc1nc(SCC(N)=O)c2c3c(sc2n1)CN(C)CC3 do in these assays?
Htt clearance: -7; Htt clearance grain fraction: 43

What do the screens show for `O=C(c1ccc(Cl)cc1)c1ccc(CN2C(=O)c3ccccc3C2=O)o1`?
Htt clearance: -26; Htt clearance grain fraction: 53

What do the screens show for `CCOCCCNc1ncnc2c1[nH]c1ccccc12`?
Htt clearance: 32; Htt clearance grain fraction: 13

Results for CCC(=O)NCCNc1nc2cc(C)c(C)cc2cc1C#N ?
Htt clearance: -16; Htt clearance grain fraction: 44

How did O=C(CCc1nc2ccccc2[nH]c1=O)OCc1ccc(S(=O)(=O)N2CCOCC2)cc1 do in these assays?
Htt clearance: -31; Htt clearance grain fraction: 25

How did CCCc1cc(C(=O)Nc2cccnc2Cl)no1 do in these assays?
Htt clearance: 36; Htt clearance grain fraction: 12

How did COc1cccc(NC(=O)C2CC(=O)n3cnnc3S2)c1 (centres undefined) do in these assays?
Htt clearance: 38; Htt clearance grain fraction: 22

How did O=C1CCCC2=C1C(c1ccsc1)CC(=O)N2c1nnc(SCc2ccccc2)s1 (centres undefined) do in these assays?
Htt clearance: 18; Htt clearance grain fraction: 30

How did CC(C)C(NS(=O)(=O)c1cccs1)C(=O)N(C)Cc1ccccc1 (centres undefined) do in these assays?
Htt clearance: -18; Htt clearance grain fraction: 25

What do the screens show for `Cn1c2c(c(=O)n(C)c1=O)C(NC(=O)c1ccco1)(C(F)(F)F)C(=O)N2` (centres undefined)?
Htt clearance: 34; Htt clearance grain fraction: 22

How did CCOC(=O)c1ccc(Oc2nc(SC)nc(N(C)C)n2)cc1 do in these assays?
Htt clearance: 19; Htt clearance grain fraction: 17

By substructure: those above containing a cyano group (five)
What do the screens show for `COC(=O)CSc1nsc(SCC(=O)OC)c1C#N`?
Htt clearance: -10; Htt clearance grain fraction: 18

What do the screens show for `CCC(CC)COC(=O)C(C#N)c1nc2ccccc2nc1N1CCOCC1` (centres undefined)?
Htt clearance: 11; Htt clearance grain fraction: 31

What do the screens show for `C=CCNc1oc(-c2cccc3ccccc23)nc1C#N`?
Htt clearance: 24; Htt clearance grain fraction: 16

How did Cc1cc(Nc2ccccc2)n(CCC#N)n1 do in these assays?
Htt clearance: 19; Htt clearance grain fraction: 14

Results for CCC(=O)NCCNc1nc2cc(C)c(C)cc2cc1C#N ?
Htt clearance: -16; Htt clearance grain fraction: 44

Remaining list, next part.
What do the screens show for `O=C(O)c1cc(S(=O)(=O)N2CCCCCC2)ccc1Cl`?
Htt clearance: -9; Htt clearance grain fraction: 41

How did COc1cccc2cc(NC(=O)C3CCCCC3)c(=O)oc12 do in these assays?
Htt clearance: -40; Htt clearance grain fraction: 50

How did COC(=O)c1ccc(Oc2c(C)oc3c(CN4CCN(C)CC4)c(O)ccc3c2=O)cc1 do in these assays?
Htt clearance: -26; Htt clearance grain fraction: 55

What do the screens show for `O=C(O)C1[C@H]2C(=O)N(C3CCCC3)C[C@]23C=C[C@H]1O3` (some centres undefined)?
Htt clearance: 16; Htt clearance grain fraction: 32

How did CC12CC(NC(=O)N1c1cccc(C(=O)N3CCN(c4ccccn4)CC3)c1)c1ccccc1O2 (centres undefined) do in these assays?
Htt clearance: 7; Htt clearance grain fraction: 35

How did O=C1OC(N2CCN(C/C=C/c3ccccc3)CC2)c2ccccc21 (centres undefined) do in these assays?
Htt clearance: 24; Htt clearance grain fraction: 30

How did O=C(Cc1c(O)c2ccccc2[nH]c1=O)NCc1ccccc1F do in these assays?
Htt clearance: -15; Htt clearance grain fraction: 42

How did O=c1oc2ccccc2cc1-c1nnc(NCc2ccco2)s1 do in these assays?
Htt clearance: 33; Htt clearance grain fraction: 16

What do the screens show for `COc1ccc(S(=O)(=O)Nc2ccc(S(=O)(=O)N3CCOCC3)cc2)cc1C`?
Htt clearance: -78; Htt clearance grain fraction: 33

Results for O=c1c2cc3c(=O)n(CC4CCCO4)c(=O)c3cc2c(=O)n1CC1CCCO1 (centres undefined) ?
Htt clearance: -46; Htt clearance grain fraction: 26

Results for CC(=O)Nc1ccc(Oc2nc(C)cc(C)n2)cc1 ?
Htt clearance: -12; Htt clearance grain fraction: 23

What do the screens show for `O=C(CSc1nc2ccccc2c(=O)[nH]1)Nc1ccc(S(=O)(=O)N2CCCC2)cc1`?
Htt clearance: -37; Htt clearance grain fraction: 47

How did Cc1ccc(S(=O)(=O)NCc2ccc(C(=O)N(C)CCC#N)cc2)cc1 do in these assays?
Htt clearance: 17; Htt clearance grain fraction: 17

What do the screens show for `CCOC(=O)N1CCN(Cc2nc3c(c(=O)[nH]c(=O)n3C)n2Cc2cc(C)ccc2C)CC1`?
Htt clearance: -93; Htt clearance grain fraction: 89

What do the screens show for `COc1ccc(CC(=O)Nc2cc(Cl)ccc2O)cc1`?
Htt clearance: -15; Htt clearance grain fraction: 22

How did CC(=O)Nc1ccc(-c2csc(NCc3ccco3)n2)cc1 do in these assays?
Htt clearance: -6; Htt clearance grain fraction: 19

How did Cc1cc(C)cc(NC(=S)NC(=O)CCN2C(=O)c3ccccc3C2=O)c1 do in these assays?
Htt clearance: 34; Htt clearance grain fraction: 26

What do the screens show for `O=C(CC(c1ccccc1)c1ccccc1)Nc1ccc2c(c1)OCCO2`?
Htt clearance: -30; Htt clearance grain fraction: 50

What do the screens show for `CCOc1ccccc1NC(=O)CN(c1ccc(C)cc1)S(=O)(=O)c1c(C)noc1C`?
Htt clearance: 7; Htt clearance grain fraction: 18

How did c1ccc2c(c1)ncn2Cc1nnc2sc(-c3ccncc3)nn12 do in these assays?
Htt clearance: -12; Htt clearance grain fraction: 20

Results for CC1(C)CC(=O)C2=C(C1)OC(N)=C(C#N)C2C1CC=CCC1 (centres undefined) ?
Htt clearance: -4; Htt clearance grain fraction: 20

How did CCOC(=O)CSc1nnc(CSc2nc(C)cc(C)n2)n1Cc1ccco1 do in these assays?
Htt clearance: -9; Htt clearance grain fraction: 40

How did COc1cccc(C(=O)Nn2c(C)nnc2-n2nc(C)cc2C)c1 do in these assays?
Htt clearance: -72; Htt clearance grain fraction: 31

Results for C=CCCC(=O)Nc1ccc(COC(=O)N2CCOCC2)cc1 ?
Htt clearance: 3; Htt clearance grain fraction: 16

What do the screens show for `c1ccc2c(CSc3nnc(-c4ccncc4)o3)cccc2c1`?
Htt clearance: 18; Htt clearance grain fraction: 31

Results for O=C1OC(Nc2ccccn2)c2ccccc21 (centres undefined) ?
Htt clearance: 51; Htt clearance grain fraction: 19

Some of these compounds in order of molar mass, largest number first:
How did COc1cccc(C(=O)Nn2c(C)nnc2-n2nc(C)cc2C)c1 do in these assays?
Htt clearance: -72; Htt clearance grain fraction: 31

Results for C=CCCC(=O)Nc1ccc(COC(=O)N2CCOCC2)cc1 ?
Htt clearance: 3; Htt clearance grain fraction: 16

Results for O=C1OC(Nc2ccccn2)c2ccccc21 (centres undefined) ?
Htt clearance: 51; Htt clearance grain fraction: 19
